Screens as filed in PubChem.
aSyn tox rescue = qHTS of alpha-syn Inhibitors: NCGC Sytravon Library Screen. Potency, µM (series often up to 46.1 µM), for inactives: at the top dose growth rescue (activation), usual class: activators. 94,000 tested, 0.02% active. AID 1347070, 2019. S. cerevisiae alpha-synuclein toxicity rescue, BacTiter-Glo growth, 24 h; active = well fitted activation curve with a large enough effect; inconclusive = small, poorly fitted or top-dose-only effect; note: 0% is about no effect
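Growth restoration measured by BacTiter-Glo luminescence after 24 hr at 30 deg C; alpha-synuclein yeast, raffinose-pregrown to mid-log, were added at OD600=0.02 in galactose medium onto pinned compounds.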
Active calls of the source: *; ? = inconclusive; & = joins results of further samples. Potency is the fitted concentration of half-maximal effect. Some of the compounds tested; count on the stated rates, not on these rows.

Compound	aSyn tox rescue
CCOc1ccc(CNC(=O)C2CCN(S(=O)(=O)N3CCC(C)CC3)CC2)cc1OC	-7%&-7%
O=C(CN1C=NS(=O)(=O)c2ccccc21)Nc1ccc(Br)cc1	-9%
COc1cc(NC(=S)N(C)C)c(OC)cc1Cl	5%
O=C1c2ccccc2-c2onc3c(N4CCN(C5CCCCC5)CC4)cc(NCCO)c1c23	-9%
CCN(CC(=O)NC(=O)NCc1ccccc1)Cc1nc2ccccc2c(=O)[nH]1	5%
CCN(C(=O)Cn1cnc2ccccc2c1=O)C1CCS(=O)(=O)C1 (stereo not given)	-5%
COc1ccccc1/C=C/C=N/n1c(-c2ccc(F)cc2)n[nH]c1=S	4%
COc1cccc(CNC(=O)C2=C(C)C(=O)OC23CCN(C(C)=O)CC3)c1OC	6%
COc1ccc(NC(=O)c2cc([N+](=O)[O-])ccc2N2CCCC2)cc1	-4%
COc1ccccc1N1CCN(C(=O)CN2C(=O)COc3ccc(S(=O)(=O)N4CCC(C)CC4)cc32)CC1	2%
Cn1c(C(=O)N2CCC(C(=O)N3CCN(Cc4ccc5c(c4)OCO5)CC3)CC2)cc2sccc21	-7%
O=C1CC(SC2=NCCS2)C(=O)N1c1ccc(Cl)cc1 (stereo not given)	5%
COC(=O)c1cc(C)nc2c1c(=O)nc(SCc1ccccc1F)n2C1CC1	-1%
Cc1ccc(C(=O)NC2CCCC(C)C2C)cc1S(=O)(=O)N1CCCCC1 (stereo not given)	-13%
COC(=O)c1c(-c2cccs2)csc1NC(=O)COc1ccc(C(C)C)cc1	-19%
CCc1cc(=O)[nH]c(SCC(=O)NCC2CCCO2)n1 (stereo not given)	-12%
Cc1cn([C@H]2C[C@H](O)[C@@H](CNC(=O)c3ccccn3)O2)c(=O)[nH]c1=O	-4%
CCOc1ccc(C(=O)c2cn(CC(=O)Nc3ccc(F)cc3)c3cc4c(cc3c2=O)OCO4)cc1	-7%
Cc1nccn1CCN(C)Cc1cn(Cc2ccccc2)nc1-c1ccc2c(c1)OCO2	-10%
O=C(NCc1ccc(F)cc1)c1ccc(CS(=O)Cc2ccc(Cl)cc2)o1 (stereo not given)	-8%
CCc1nnc(SCc2nc(-c3cccc(C)c3)oc2C)c2cc3sc(C)cc3n12	-9%
CCOC(=O)c1c(-c2ccccc2)csc1NC(=O)c1cc(-c2ccc(C)c(F)c2)on1	4%
Cc1cc(Nc2ccc(C)c(Cl)c2)n2nc(-c3ccccc3)nc2n1	-1%
COc1ccc(-c2noc(N3CCC(C(=O)NCCCN4CCCC(C)C4)CC3)n2)cc1 (stereo not given)	8%
COc1ccccc1OC(C)C(=O)Nc1ccc(S(=O)(=O)N2CCN(C)CC2)cc1 (stereo not given)	6%
COc1ccc(C2C3=C(CC(C)(C)CC3=O)Oc3ncn4nc(-c5cccnc5)nc4c32)cc1 (stereo not given)	1%
COc1ccccc1-c1cc(C(=O)Nc2c(C)nn(Cc3ccc(Cl)cc3)c2C)no1	19%
Cc1ccc(C(=O)N2CCN(S(=O)(=O)c3ccccc3)CC2)s1	6%
CCOC(=O)c1cc(-c2ccc(OC)cc2)n(CCC(=O)NCCc2ccc(OCC)c(OCC)c2)c1C	7%
COc1ccc(NC(=O)c2ccc(-c3ccc(F)cc3)o2)cc1OC	0%
CC(=O)Nc1nnc(SCc2cc(=O)c(OC(=O)c3ccccc3)co2)s1	7%
Cn1ccnc1C(=O)c1ccc(Cl)c(S(=O)(=O)N2CCOCC2)c1	-5%
O=C(COc1ccccc1[N+](=O)[O-])N1CCN(S(=O)(=O)c2ccccc2)CC1	9%
COc1ccc(C(=O)Nc2nc(C)cs2)cc1S(=O)(=O)N1CCOCC1	2%
Clc1cccc(CNc2nc(-c3cccnc3)nc3ccccc23)c1	-4%
COc1ccccc1N(CC(=O)NCCSCc1ccco1)S(=O)(=O)c1ccccc1	4%
Cc1ccc(CNC(=O)Cn2c(=O)cc(C)c3c(C)nn(-c4cccc(F)c4)c32)cc1	1%
Cc1ccc(NC(=O)COC(=O)CCc2nc3ccccc3c(=O)[nH]2)cc1Cl	13%
Cc1cccc(NC(=O)C(=O)NCC2CCCN2S(=O)(=O)c2cccs2)c1C (stereo not given)	4%
CCn1cc(C(=O)NCCC2=CCCCC2)c(=O)c2cc(S(=O)(=O)N(C)C)ccc21	3%
O=C(O)c1ccc(/C=N/Nc2ncc(C(F)(F)F)cc2Cl)cc1	12%
CC(NC(=O)Nc1ccccc1)C(c1cccs1)N1CCOCC1 (stereo not given)	4%
CCC(=O)N1CCc2cc(S(=O)(=O)NC(C(=O)NCc3ccc(OC)cc3)C(C)C)ccc21 (stereo not given)	-15%
Cc1ccc(C2(C(F)(F)F)NC(=O)N3N=C4CCCCCN4C3=C2C#N)cc1 (stereo not given)	-4%
CC(=O)Nc1ccccc1-c1nnn(CC(=O)Nc2ccc3c(c2)OCCO3)n1	9%
O=C(CCc1ccccc1)NCc1nc2cccnc2n1Cc1ccc(F)cc1	-1%
CC(=O)N1CC2(CC(c3ccccc3C(F)(F)F)=NO2)CN1c1ccc(Cl)cc1 (stereo not given)	?
CCOc1ccc(NC(=O)c2nc3nc(C)cc(C(F)F)n3n2)cc1	4%
O=C(Nc1cccc(C(=O)OCc2cc(=O)n3nc(C4CC4)sc3n2)c1)c1ccc(F)cc1	3%
O=C(CSC1=Nc2ccccc2C2=NC(CC(=O)NC3CCCCC3)C(=O)N12)Nc1ccc(F)cc1 (stereo not given)	-16%
Cc1nn2c(=O)cc(COC(=O)c3ccc(NC(=O)CCc4ccccc4)cc3)nc2s1	2%
CCSc1ncc(Cl)c(C(=O)Nc2sc(C(C)=O)c(C)c2C(=O)OC)n1	-8%
Cc1occc1C(=O)N(C)Cc1nc(-c2ccc(Cl)cc2)no1	-1%
O=C(CCNC(=O)c1ccc(Br)cc1)NNC(=O)C1COc2ccccc2O1 (stereo not given)	0%
CCOC(=O)c1c(C)[nH]c(C)c1S(=O)(=O)N1CCC(C(=O)Nc2ccc(C)c(N(C)C)c2)CC1	-1%
CCc1ccc(NC(=O)c2c(C(=O)Nc3ccccc3)sc3nc(C)cc(=O)n23)cc1	2%
CCCN(C(=O)Cn1ncc2c(=O)oc3ccccc3c21)c1cccc(C)c1	7%
O=C(N/N=C/c1c[nH]c2ccccc12)c1cc2ccccc2o1	9%
CC(NC(=O)CSc1n[nH]c(-c2ccccc2Cl)n1)c1nc2ccccc2n1C (stereo not given)	-3%
COc1ccc(-c2nnc(SCC(=O)N3CCCC3)o2)c(OC)c1	5%

(cont.)
Compound	aSyn tox rescue
Cc1ccc(S(=O)(=O)NCC2CCC(C(=O)NCCCOC(C)C)CC2)cc1 (stereo not given)	-4%
CCc1ccccc1OCCSc1nc(-c2cccs2)nc2cc(=O)[nH]n12	4%
CCN(CC)C(=O)c1sc2c(c1C)c(=O)n(Cc1ccccc1)c(=O)n2CC(=O)Nc1ccc(OC)cc1	-1%
O=C(COc1ccc(F)cc1)Nc1nnc(SCc2cc(=O)n3ccccc3n2)s1	-3%
COc1cccc(N2CCN(C(=O)c3cc4c(s3)-c3ccccc3OC4)CC2)c1	-3%&5%
Cc1csc(NC(=O)c2ccc(S(=O)(=O)N3CCN(C)CC3)cc2)n1	-3%
CC(C)CNC(=O)N1c2ccccc2Sc2ccccc21	7%
COc1cccc(C(c2sc3nc(-c4ccco4)nn3c2O)N2CCC3(CC2)OCCO3)c1 (stereo not given)	4%
Cc1cccc(NC(=O)C2CCN(S(=O)(=O)c3ccc4c(c3)CCCN4C(=O)C3CCC3)CC2)c1	4%
COCCCN(C(=O)CCOc1ccccc1C)c1c(N)n(Cc2ccccc2)c(=O)[nH]c1=O	-2%
O=C(NCC1CCCO1)C1c2ccccc2Oc2ccccc21 (stereo not given)	-9%
CCOc1cccc2cc(-c3nc4sc5c(c4c(=O)[nH]3)CCC(C(C)(C)C)C5)c(=O)oc12 (stereo not given)	-4%
CC(C)c1ccc(C(=O)CC2(O)C(=O)N(CCc3ccccc3)c3ccc(Cl)cc32)cc1 (stereo not given)	?
CCN1CCN(C(=O)Cn2c(-c3cccs3)cc3cc(Cl)ccc32)CC1	6%
CC(=O)Nc1ccc(-n2cc3c(c2-c2ccc(C)cc2)c(=O)n(C)c(=O)n3C)cc1	-5%
CCOc1ccccc1/C=C/c1onc(C)c1S(=O)(=O)N1CCC(C(=O)N2CCCCC2)CC1	-12%
COc1ccccc1N1CCN(c2nc3ccc(C)cc3n3nnnc23)CC1	-3%
O=C(CSc1nc2ccccc2c(=O)n1-c1ccccc1)N1CCCc2ccccc21	6%
O=C(COC(=O)Cc1c[nH]c2ccccc12)NC1CCCCC1	4%
CN1CCN(C(=O)c2cnn(-c3ccccc3)c2C2CCN(C(=O)OC(C)(C)C)CC2)CC1	1%
COc1ccc(NC(=O)c2sc3nc(C)c(C(=O)Nc4ccc(Cl)cc4)c(-c4ccc(Br)cc4)c3c2N)cc1	3%
COC(=O)c1c(NC(=O)COc2cccc(C(F)(F)F)c2)sc2c1CCCC2	10%
COc1ccc(C2=NC3(CCCCCC3)N(CC(=O)Nc3ccc(C)c(C)c3)C2=O)cc1	21%
CC(C)CCN(Cc1ccco1)C(=O)Cn1ncc2c([nH]c3ccccc32)c1=O	-4%
O=C(NCc1ccc(F)cc1)c1ccc2c(O)c(S(=O)(=O)c3ccccc3)c(=O)[nH]c2c1	-6%
CCc1nn(CC(=O)NCc2ccco2)c(=O)c2cc3cc(F)ccc3n12	4%
Cc1ccc2nc(N(CCCN(C)C)C(=O)CCc3ccccc3)sc2c1	-2%
Cn1cccc1CC(=O)N/N=C\c1ccccc1	-10%
O=C(CCC(=O)N1CCOc2ccc(Cl)cc21)NCCN1CCOCC1	1%
Cc1ccc2nc(SCC(=O)N3N=C(c4cccs4)CC3c3ccc(F)cc3)nc(=O)n2c1 (stereo not given)	15%
O=C(Nc1ccc(C(=O)OCc2cc(=O)n3nc(C4CC4)sc3n2)cc1)c1ccc(F)cc1	7%
CC(C)(C)C(=O)NCCc1csc2nc(-c3ccc(F)cc3)nn12	6%
CCOc1ccc(Sc2cc(C(=O)NCCc3ccc(OC)c(OC)c3)c3ccccc3n2)cc1	0%
Nc1c(C(=O)NCc2ccc3c(c2)OCO3)nnn1Cc1ccc(Br)cc1	-8%
O=C(c1ccc2c(c1)N(Cc1ccc(F)cc1)C(=O)c1ccccc1S2(=O)=O)N1CCN(c2ccccn2)CC1	-8%
COc1ccccc1CNC(=O)CCCn1nc(C)c2sc3ccccc3c2c1=O	-1%
O=C(COC(=O)c1cccc(Br)c1)NC(=O)NC1CCCC1	15%
COc1ccccc1N1CCN(C(=O)c2cc(-c3ccc(C)c(F)c3)on2)CC1	24%
COC(=O)c1sc(-c2ccccc2)cc1NC(=O)c1cccc(F)c1	-6%
CCC(C)(C)NS(=O)(=O)c1cc(-c2cc(C)no2)ccc1C	-6%
O=C(O)CN1C(=O)NC2(CCCc3ccccc32)C1=O (stereo not given)	-7%
COc1ccc2[nH]cc(CCNC(=O)c3cnn(-c4ccc(C)cc4)c3C3CCN(C(=O)OC(C)(C)C)CC3)c2c1	-3%
COc1ccccc1-c1nc2c(c(SCC(=O)Nc3ccccc3F)n1)Cc1c(CO)cnc(C)c1O2	1%
Cc1ccc(NC(=O)c2ccc(NCc3ccc(F)cc3)nc2)cc1	3%

Structural class, those above with an aryl thioether with sulfur outside any ring.
Compound	aSyn tox rescue
COC(=O)c1cc(C)nc2c1c(=O)nc(SCc1ccccc1F)n2C1CC1	-1%
CCc1cc(=O)[nH]c(SCC(=O)NCC2CCCO2)n1 (stereo not given)	-12%
CCc1nnc(SCc2nc(-c3cccc(C)c3)oc2C)c2cc3sc(C)cc3n12	-9%
CC(=O)Nc1nnc(SCc2cc(=O)c(OC(=O)c3ccccc3)co2)s1	7%
CCSc1ncc(Cl)c(C(=O)Nc2sc(C(C)=O)c(C)c2C(=O)OC)n1	-8%
CC(NC(=O)CSc1n[nH]c(-c2ccccc2Cl)n1)c1nc2ccccc2n1C (stereo not given)	-3%
COc1ccc(-c2nnc(SCC(=O)N3CCCC3)o2)c(OC)c1	5%
CCc1ccccc1OCCSc1nc(-c2cccs2)nc2cc(=O)[nH]n12	4%
O=C(COc1ccc(F)cc1)Nc1nnc(SCc2cc(=O)n3ccccc3n2)s1	-3%
O=C(CSc1nc2ccccc2c(=O)n1-c1ccccc1)N1CCCc2ccccc21	6%
Cc1ccc2nc(SCC(=O)N3N=C(c4cccs4)CC3c3ccc(F)cc3)nc(=O)n2c1 (stereo not given)	15%
CCOc1ccc(Sc2cc(C(=O)NCCc3ccc(OC)c(OC)c3)c3ccccc3n2)cc1	0%
COc1ccccc1-c1nc2c(c(SCC(=O)Nc3ccccc3F)n1)Cc1c(CO)cnc(C)c1O2	1%
